# HCV inhibitor: blocks hepatitis C virus. Huh7.5.1 HCVcc-Cre infection, luciferase reporter, 44 h. Potency, µM (series often up to 41.8 µM), for inactives: at the highest dose activity change, negative = inhibition, hits mostly inhibitors. 340,000 compounds, 3.4% hits; also: potency is read from the fitted curve at half-maximal effect
#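 HCVcc-Cre virus at an moi near 0.5 was added right after compound to cells cultured 4 h from seeding (1,000 cells/well). Luciferase activity was determined 44 h later, 15 min after substrate addition at RT.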
# Sm TGR block: blocks Schistosoma mansoni thioredoxin glutathione reductase | purified TGR, DTNB reduction, TNB absorbance 405 nm | Potency, µM (doses to about 114 µM), for the others: at the top dose activity change, negative = inhibition, actives largely listed as inhibitors | 360,000 compounds, 3% hits | AID 485364; also: potency is read from the fitted curve at half-maximal effect; nearly all actives have a fitted effect of over 60% in size
#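 TGR 20 nM + NADPH 100 uM (dispensed conc.), cpd preinc 15 min RT; start with NADPH (500 uM addition) then DTNB (15 mM addition). Kinetic TNB absorbance, 405 nm filter. Four-parameter Hill fit across titration.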
# AMA1 RON2 block: AMA1-RON2 (P. falciparum) interaction inhibition; Potency, µM (highest dose often 58.2 µM), without a hit: at the highest dose activity change, negative = inhibition, most hits filed as inhibitors; AlphaScreen AMA1-biotinylated RON2 peptide binding; AID 720542; 360,000 compounds, 0.2% hits;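 also: potency is read from the fitted curve at half-maximal effect; 0% = vehicle wells and -100% = peptide control; nearly all actives have a fitted effect of over 45% in size; some results filed as inactive show a strong effect at the top dose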
#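 AMA1 (3D7) with his tag at 25 nM final met compounds first, then biotinylated RON2 peptide at 25 nM; detection used donor plus acceptor beads, 10 µg/mL apiece, read by AlphaScreen after 30 min at room temperature.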
# FBPA Giardia inh: inhibitors of Giardia lamblia fructose-1,6-bisphosphate aldolase; A8B2U2; purified Giardia FBPA; Potency, µM (series often up to 59.6 µM), without a hit: at the highest dose activity, negative = inhibition, usual class: inhibitors; 290,000 compounds, 0.71% hits; AID 2451; also: potency is read from the fitted curve at half-maximal effect; nearly all actives have a fitted effect of over 55% in size
# Target sequence (A8B2U2 whole entry, looked up): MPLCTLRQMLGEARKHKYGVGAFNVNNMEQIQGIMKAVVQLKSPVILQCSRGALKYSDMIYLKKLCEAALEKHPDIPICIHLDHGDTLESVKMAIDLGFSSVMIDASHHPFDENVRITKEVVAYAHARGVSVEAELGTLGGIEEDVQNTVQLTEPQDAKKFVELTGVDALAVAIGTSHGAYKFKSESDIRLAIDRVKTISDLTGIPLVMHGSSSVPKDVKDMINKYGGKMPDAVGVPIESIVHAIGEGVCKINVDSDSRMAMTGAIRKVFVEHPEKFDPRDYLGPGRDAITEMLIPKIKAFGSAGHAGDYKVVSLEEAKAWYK
#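 40 nM FBPA preincubated 10 min at RT with compound (up to 57.5 uM final), then substrate plus GAPDH/TPI/NAD/arsenate coupling and diaphorase/resazurin added. Fluorescence read after 20 min at RT, 525/598 nm.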
# HCMV antiviral: blocks human cytomegalovirus replication; HFF cells, HCMV-luciferase reporter, 72 h; hits give low values; activity change, negative = inhibition, % at 57.5 µM; 410,000 compounds, 4.5% hits; in the data active = activity change below about -60%; inconclusive = no clear call, values can overlap the other calls; inactive = above about -39%
#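 Two-dose cell screen: HFF monolayers treated with compounds and infected with luciferase-expressing HCMV at 1 PFU/cell, 72 h at 37C, then lysed for luciferase measurement.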
# AmpC detergent: inhibitors of E. coli AmpC beta-lactamase with detergent; P00811; AmpC hydrolysis of nitrocefin, absorbance 480 nm, 0.01% Triton; Potency, µM (series often up to 114 µM), for inactives: top-dose activity change, negative = inhibition, usual class: inhibitors; 370,000 compounds, 0.041% hits;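 also: potency is read from the fitted curve at half-maximal effect; 0% = no-compound wells and -100% = no-enzyme wells; nearly all actives have a fitted effect of over 25% in size; some results filed as inactive show a strong effect at the top dose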
# Target sequence (P00811 whole entry, looked up): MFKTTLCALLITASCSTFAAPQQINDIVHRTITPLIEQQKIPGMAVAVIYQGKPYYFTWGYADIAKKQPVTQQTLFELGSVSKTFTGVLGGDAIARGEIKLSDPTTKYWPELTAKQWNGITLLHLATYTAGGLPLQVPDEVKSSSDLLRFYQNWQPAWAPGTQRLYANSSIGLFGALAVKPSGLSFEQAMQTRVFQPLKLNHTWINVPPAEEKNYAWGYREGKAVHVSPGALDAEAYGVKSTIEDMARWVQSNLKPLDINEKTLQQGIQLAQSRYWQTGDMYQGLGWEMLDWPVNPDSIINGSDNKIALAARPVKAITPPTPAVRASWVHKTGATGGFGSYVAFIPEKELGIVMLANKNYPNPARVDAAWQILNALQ
#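 20 mM phosphate pH 7.0 + 0.01% (detergent screen) or 0.0001% Triton X-100; 5.3 nM AmpC reagent; cpd preinc 15 min RT; nitrocefin (800 uM stock) to start; A480 q20 s × 4 min; Activity was normalised to no-enzyme and no-compound control wells.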
# * = called active by the depositor; ? = inconclusive; . = no result given; & = joins results of further samples; [ ] = another dose, or the depositor's remark. Unless noted, calls follow the shape of the dose curve; as a rule, active = well fitted curve in the direction sought with a large enough effect; inconclusive = small, poorly fitted or top-dose-only effect, or another doubt; inactive = no such curve, though single readings can be large; an effect the other way counts as inactive or inconclusive. Unless noted, % is scaled to controls: 0 for no effect and ±100 for the full control effect.
# Below each compound – HCV inhibitor | Sm TGR block | AMA1 RON2 block | FBPA Giardia inh | HCMV antiviral | AmpC detergent
O=[N+]([O-])c1ccc(NC2CCCC2)c2ccncc12
 : -6% | -16% | ? | -14% | . | -15%
COC(=O)c1sccc1NC(=O)CNC(=O)c1ccccc1
 : -17% | 5% | 16% | -1% | 59 | 4%
O=C(NC1CCCC1)C1CCN(C(=O)c2ccccc2Cl)CC1
 : 5% | 5% | 12% | 10% | -7 | -11%
Cc1ccccc1-c1cc(C(=O)NCc2cccc(Br)c2)n(CC2CC(c3cccnc3)=NO2)n1 (stereo unspecified)
 : ? | . | -8% | . | -18 | .
O=C(COC(=O)c1ccccc1NC(=O)C1CC1)c1ccc2c(c1)OCCO2
 : -24% | 1% | . | -1% | -15 | ?
CCOC(=O)c1cc(NC(=O)/C=C\C(=O)O)ccc1Cl
 : 8% | ? | 14% | ? | 0 | -6%
COc1ccc(Cc2nc3ccc(C(=O)N4CCCCC4CCO)cc3o2)cc1 (stereo unspecified)
 : 12% | -4% | 0% | -5% | -21 | -14%
Nc1ncc(Br)cc1S(=O)(=O)Nc1ccccc1F
 : -3% | 3% | -2% | . | -9 | -2%
CCOc1ccc(NC(=O)c2c(NC(=O)Cc3ccccc3)sc3c2CCCCC3)cc1
 : . | 1% | . | . | -75* | -6%
CCCCN(C(=O)c1cccc(S(=O)(=O)N2CCN(C)CC2)c1)c1c(N)n(CC(C)C)c(=O)[nH]c1=O
 : 10% | -7% | 5% | . | -23 | 0%
CCOc1ccccc1N(CC(=O)Nc1ccc(OC)c(Cl)c1)S(=O)(=O)c1ccccc1
 : . | 2% | . | . | -62* | -6%
CN(C(=O)c1cc(Cl)c2c(c1)OCCO2)c1c(N)n(Cc2ccccc2)c(=O)[nH]c1=O
 : -13% | 6% | -21% | . | -16 | -15%
Cc1ccc(CC2C(=O)N(c3ccc(C)cc3)C(=O)C2C)cc1 (stereo unspecified)
 : -6% | -4% | -10% | 2% | -4 | -13%
COc1cc2c(cc1OC)C(c1ccc3c(c1)OCO3)CC(=O)N2 (stereo unspecified)
 : ? | 0% | -5% | 5% | 6 | -10%
COc1ccccc1N1CCN(C(=O)c2cnn(-c3ccc(C)c(C)c3)c2C2CCN(C(=O)OC(C)(C)C)CC2)CC1
 : . | 6% | . | . | 0 | 22%
CC(C)COc1ccccc1C1CC(=O)Nc2cc3c(cc21)OCO3 (stereo unspecified)
 : . | 4% | . | . | ? | 12%
O=C(O)c1ccc(-c2ccc(OS(=O)(=O)c3ccccc3F)cc2)cc1
 : 40%[activator] | 3% | 0% | 4% | 37 | 1%
COCCNC(=O)c1ccc2c(c1)N(Cc1cccc(Cl)c1)C(=O)c1ccccc1S2(=O)=O
 : . | 6% | . | . | 5 | -2%
Cc1nc(N)c(CC(Br)CBr)c(Cl)n1 (stereo unspecified)
 : -12% | 19% | 3% | 0% | -68* | -8%
Cc1ccc(C(=O)N2CCN(C)CC2)cc1S(=O)(=O)N1CCOCC1
 : . | 2% | 9% | . | -35 | 4%
CCCCc1c(O)nc(SCC(=O)Nc2ccc(C)cc2)n(-c2ccc(OC)cc2)c1=O
 : -3% | 10% | 1% | . | -11 | 2%
COc1ccc(NC(=O)c2nc[nH]c2C(=O)N(C)Cc2ccccc2)cc1
 : -10% | -5% | 78%[activator] | -18% | -8 | -1%
Cc1cc(NC(=O)Nc2ccccc2)n(C(C)(C)C)n1
 : 5% | 23% | -2% | -10% | -27 | -3%
O=C(NCSc1ccccc1)c1ccccc1
 : 5% | -1% | -4% | . | 16 | -7%
COc1ccccc1NC(=O)NCC(c1ccco1)N1CCCCC1 (stereo unspecified)
 : 20% | -3% | -1% | 4% | -13 | 6%
NC(=O)CSc1nnc(CSc2ncccn2)n1-c1ccccc1
 : 15% | 2% | -5% | 13% | -27 | 1%
COc1ccc(-c2nc3ccccc3o2)cc1NC(=O)COc1ccc(C)c(C)c1
 : . | 13% | . | . | 43 | 5%
Cc1cc(NC(=O)c2ccccc2)n(C)n1
 : -1% | 5% | -4% | -11% | -13 | -7%
CCCCn1c(O)c(/C=N/NC(=O)c2ccncc2)c(=O)[nH]c1=S
 : 22% | ? | 74%[activator] | 12% | 17 | 0%
COc1cc2nc(Cl)nc(N3CCOCC3)c2cc1OC
 : -15% | -2% | -6% | 0% | -16 | -11%
COc1ccccc1NC(=O)CCS(=O)(=O)c1ccc2nc(C)sc2c1
 : . | 26% | . | . | 1 | 3%
Cc1c(Cl)cccc1NC(=O)CCN1CCCCCC1
 : -12% | -5% | -2% | -5% | 0 | 0%
CCCN(Cc1cc2cc(OC)ccc2[nH]c1=O)C(=O)c1ccncc1
 : -25% | -18% | -5% | -9% | -18 | ?
Cc1cc(=O)[nH]c(Nc2ccccc2C)n1
 : -18% | 15% | -2% | -6% | 13 | 3%
CCN(CC)CCOCCn1c(C)ccc1C
 : 12% | . | 7% | . | ? | .
COc1ccccc1NC(=O)C(NC(=O)OC(C)(C)C)C(C)OCc1ccccc1 (stereo unspecified)
 : -26% | 3% | 12% | 1% | -16 | -3%
CN(C(=O)c1cccc(N2C(=O)C3C4C=CC(C4)C3C2=O)c1)C1CCCCC1 (stereo unspecified)
 : -3% | -13% | -6% | -6% | 5 | -10%
Cc1ccc(S(=O)(=O)NCC2CCC(C(=O)NCCCOC(C)C)CC2)cc1 (stereo unspecified)
 : 0%[0.335 µM] | 16%&6% | . | 3% | ? | ?
CCOc1cc(NS(=O)(=O)CC)c(OCC)cc1NC(=O)c1ccco1
 : ? | -36% | 2% | -18% | -77* | ?
O=C1CN=C(c2ccc(F)cc2)c2oc3ccccc3c2N1
 : 21% | 2% | 0% | 5% | 4 | ?

# (more compounds)
mol,HCV inhibitor,Sm TGR block,AMA1 RON2 block,FBPA Giardia inh,HCMV antiviral,AmpC detergent
Nc1c(C(=O)Nc2ccc3c(c2)OCCO3)nnn1Cc1ccc(Br)cc1,-18%,1%,-17%,.,17,?
CC(=O)N(c1ccc(C)cc1)C1C=CS(=O)(=O)C1 (stereo unspecified),17%,39%[activator],-2%,0%,-3,-2%
Cc1ccc(CNC(=O)C2CCC(CNS(=O)(=O)c3ccc(C)cc3)CC2)cc1 (stereo unspecified),.,33%,.,.,0,13%
Cc1nn(C)cc1C(=O)Nc1c(C)nn(Cc2ccccc2Cl)c1C,7%,1%,3%,0%,-80*,-11%
CCN(C(=O)CSc1nnc(COc2ccccc2F)n1N)C1CCS(=O)(=O)C1 (stereo unspecified),7%,17%,9%,-8%,-5,-2%
O=C1CC(Cc2ccc(Cl)cc2)C(=O)N1c1ccccn1 (stereo unspecified),7%,8%,-13%,-9%,-32,-17%
CN(C)C(=O)COc1ccc(C(=O)/C=C/c2cccnc2)cc1,?,?,2%,8%,100,-12%
CCOC(=O)c1cccc(NC(=O)c2ccco2)c1,5%,-8%,-7%,-2%,17,-10%
C/C(=N\Nc1ccc(Cl)c(C(=O)O)c1)c1cccs1,2%,-20%,-8%,-6%,?,-2%
CC(C)c1ccc(-c2nc(N3CCCCCC3)nc3n[nH]c(N)c23)cc1,-8%,-10%,-13%,7%,1,-1%
O=S(=O)(c1ccccc1)c1nc(-c2ccccc2Cl)oc1NCCN1CCOCC1,15%,-19%,-7%,-1%,-18,0%
N#CCSc1nc2ccccc2c(=O)n1CC1CCCC1,-24%,1%,0%,-1%,-34,2%
CC(C)c1ccc(NC2CCCN(C(=O)c3ccsc3)C2)cc1 (stereo unspecified),-26%,-12%,0%,.,-35,1%
COC(=O)c1ccc(COc2ccc(/C=C(\C#N)c3nc4ccccc4[nH]3)cc2OC)o1,-24%,-1%,-10%,0%,-5,1%
COc1ccc(-c2nc(=S)c3c([nH]2)Oc2ccc(C)cc2C3)cc1O,3%,-5%,1%,7%,-13,1%
Cc1nn2c(N3CCN(CCO)CC3)c3c(nc2c1-c1ccccc1)CCCC3,-19%,13%,-7%,-1%,-12,1%
O=C(CN1CCN(Cc2ccccc2)CC1)N/N=C/c1ccco1,-9%,-25%,18%,-13%,68,-4%
CCN1CCN(c2csc3ccc(Br)cc3c2=O)CC1,.,-26%,.,.,5,22%
CC(=O)c1ccc(NC(=O)CN(C)CC(=O)Nc2cccc(F)c2)cc1,-11%,-5%,22%,0%,37,2%
COc1ccccc1CNC(=O)c1cc2c(s1)CS(=O)(=O)C2,-6%,-29%,1%,-3%,-21,-8%

# 3 neighbouring compounds out of the list so far, quoted:
mol,HCV inhibitor,Sm TGR block,AMA1 RON2 block,FBPA Giardia inh,HCMV antiviral,AmpC detergent
Nc1c(C(=O)Nc2ccc3c(c2)OCCO3)nnn1Cc1ccc(Br)cc1,-18%,1%,-17%,.,17,?
CC(=O)N(c1ccc(C)cc1)C1C=CS(=O)(=O)C1 (stereo unspecified),17%,39%[activator],-2%,0%,-3,-2%
Cc1ccc(CNC(=O)C2CCC(CNS(=O)(=O)c3ccc(C)cc3)CC2)cc1 (stereo unspecified),.,33%,.,.,0,13%

# Full records from above:
# Record of `CCN1CCN(c2csc3ccc(Br)cc3c2=O)CC1` : HCV inhibitor: .; Sm TGR block: -26%; AMA1 RON2 block: .; FBPA Giardia inh: .; HCMV antiviral: 5; AmpC detergent: 22%
# Record of `CN(C)C(=O)COc1ccc(C(=O)/C=C/c2cccnc2)cc1` : HCV inhibitor: ?; Sm TGR block: ?; AMA1 RON2 block: 2%; FBPA Giardia inh: 8%; HCMV antiviral: 100; AmpC detergent: -12%
# Record of `Nc1c(C(=O)Nc2ccc3c(c2)OCCO3)nnn1Cc1ccc(Br)cc1` : HCV inhibitor: -18%; Sm TGR block: 1%; AMA1 RON2 block: -17%; FBPA Giardia inh: .; HCMV antiviral: 17; AmpC detergent: ?

# Later entries
mol,HCV inhibitor,Sm TGR block,AMA1 RON2 block,FBPA Giardia inh,HCMV antiviral,AmpC detergent
Cc1cc(NC(=O)NC(C(F)(F)F)C(F)(F)F)no1,22%,10%,12%,-2%,-27,-1%
COc1cc(NC(=S)N2CCN(C(=O)C3CCCO3)CC2)c(OC)cc1Cl (stereo unspecified),2%,-4%,-18%,-4%,-34,-11%
CC(C)CC(OC(=O)c1ccco1)C(=O)NCC1CCCO1 (stereo unspecified),6%,0%,0%,3%,7,?
CCS(=O)(=O)N1CCCC(C(=O)NC2CCC(C)CC2)C1 (stereo unspecified),5%,2%,-13%,1%,44,0%
COc1ccc(CC(=O)Nc2cc(C)on2)cc1,7%,5%,-2%,8%,26,-10%
O=C(COC(=O)c1ccccc1NCCO)Nc1cccc(S(=O)(=O)NC2=NCCCCC2)c1,-5%,-6%,9%,.,-17,-4%
